# CHRM1 agonist = activates human CHRM1 receptor; P11229; CHO-K1 hM1, Fluo-8 calcium fluorescence, agonist mode; 0% DMSO, 100% acetylcholine EC100; activation, % at 3 µM; actives 0.33% (n = 360,000); AID 588814;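 active = activation above the run's mean compound activation plus 3 SD, cut at about 16% in these data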;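 also: peak over basal fluorescence ratio within a 140 s kinetic read after compound addition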
# Target sequence (P11229 whole entry, looked up): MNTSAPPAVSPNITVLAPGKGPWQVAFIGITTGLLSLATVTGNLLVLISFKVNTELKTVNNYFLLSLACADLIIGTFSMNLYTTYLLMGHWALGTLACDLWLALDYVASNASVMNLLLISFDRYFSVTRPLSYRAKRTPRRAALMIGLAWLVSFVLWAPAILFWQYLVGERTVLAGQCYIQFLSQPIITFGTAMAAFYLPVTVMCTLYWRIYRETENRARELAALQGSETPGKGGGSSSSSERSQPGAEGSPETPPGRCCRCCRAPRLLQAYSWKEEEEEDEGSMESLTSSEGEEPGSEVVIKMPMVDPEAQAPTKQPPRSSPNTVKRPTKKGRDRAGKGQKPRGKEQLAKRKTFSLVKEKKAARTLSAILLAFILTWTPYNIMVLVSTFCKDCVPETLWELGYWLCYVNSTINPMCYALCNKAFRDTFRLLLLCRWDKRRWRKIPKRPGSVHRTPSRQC
# OXTR potentiate = potentiators of human oxytocin receptor | P30559 | CHO-OTR cells, Fluo-8 calcium fluorescence, potentiator mode; 0% = oxytocin EC15, 100% = EC100 | activation, % at 3 µM | actives 0.061% (n = 320,000);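 active = activation above that plate's cutoff, the mean activation of tested compounds plus 3 SD, cut at about 6.6% in these data, passing the limit was not always enough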;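 also: 100% uses oxytocin at 75 nM as the full agonist control; some results filed as inactive read as strong as hits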
#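 Material: CHO-OTR cells, human receptor; compound dosing: single dose, 3.0 µM nominal final compound concentration; schedule: 6 min compound pre-incubation at room temperature, 100 s kinetic read; measured by: kinetic Fluo-8 calcium fluorescence; read-out basis: % activation vs EC15 and EC100 oxytocin; controls: EC15 oxytocin alone as 0%, 75 nM oxytocin as 100%; replicates: singlicate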
# M1 PAM = positive allosteric modulators of human M1 muscarinic receptor. P11229. CHO-K1 hM1, Fluo-8 calcium fluorescence, ACh EC20; 0% = ACh EC20, 100% = maximal ACh. activation, % at 3 µM. actives 0.088% (n = 360,000). AID 588819; in the data active = activation above about 19%, passing the limit was not always enough
# CHRM4 agonist = CHRM4 agonism in calcium assay. CHO-K1 hM4/Gqi5, Fluo-8 calcium fluorescence; vehicle 0%, full acetylcholine response 100%. P08173. actives 0.14% (n = 360,000). activation, % at 3 µM. AID 624127;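 active = activation above the run mean over all test wells plus 3 SD, cut at about 32% in these data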;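 also: peak over basal fluorescence ratio per well then scaled between controls; 0% = DMSO wells and 100% = acetylcholine at EC100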
# Target sequence (P08173 whole entry, looked up): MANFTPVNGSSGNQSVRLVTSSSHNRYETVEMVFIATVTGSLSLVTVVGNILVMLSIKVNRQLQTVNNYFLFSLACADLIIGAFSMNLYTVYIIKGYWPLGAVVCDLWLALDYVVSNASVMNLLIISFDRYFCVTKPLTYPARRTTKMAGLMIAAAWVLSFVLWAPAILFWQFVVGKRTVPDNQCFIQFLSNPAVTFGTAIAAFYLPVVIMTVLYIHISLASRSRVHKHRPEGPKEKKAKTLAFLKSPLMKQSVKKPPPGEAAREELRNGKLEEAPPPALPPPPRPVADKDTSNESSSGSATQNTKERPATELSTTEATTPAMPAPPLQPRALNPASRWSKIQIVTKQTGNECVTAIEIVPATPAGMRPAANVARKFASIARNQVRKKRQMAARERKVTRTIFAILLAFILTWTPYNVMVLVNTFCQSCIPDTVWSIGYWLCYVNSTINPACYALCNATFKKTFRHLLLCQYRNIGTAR
# CHRM4 antagonist = antagonists of human muscarinic M4 receptor (CHRM4); P08173; CHO-hM4 cells, ACh EC80, Fluo-8 calcium fluorescence; inhibition, % at 3 µM; actives 0.73% (n = 360,000); AID 624125;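 active = inhibition above its plate's cutoff, the mean inhibition of sample wells plus 3 SD, cut at about 27% in these data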;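 also: 0% = acetylcholine EC80 with DMSO and 100% = DMSO without agonist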
# CHO-K1 Ca antag = counter-screen for M1 antagonists: effect in parental CHO-K1 cells. ATP-induced calcium, Fluo-8 fluorescence. AID 602250. actives 0.6% (n = 360,000). inhibition, % at 3 µM;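 active = inhibition above a per-plate cutoff, the plate's mean sample inhibition plus 3 SD, cut at about 24% in these data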;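 also: 0% = DMSO plus EC80 ATP and 100% = DMSO alone without ATP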
# CHO parental Ca = counter-screen: ATP calcium response change in parental CHO cells; AID 463079; actives 0.63% (n = 330,000); parental CHO-K1, ATP-induced calcium, Fluo-8 fluorescence; inhibition, % at 5.6 µM;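 active = inhibition above that plate's mean sample inhibition plus 3 SD, cut at about 26% in these data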;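 also: 0% = ATP-challenged DMSO wells and 100% = DMSO wells without ATP; some compounds past the cut are filed as inactive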
#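 Test system: untransfected parental CHO cell line. Compound: one dose, 5.6 µM nominal. Detection: intracellular calcium via Fluo-8 no-wash fluorescent dye. Measure: % inhibition. Benchmarks: ATP-challenged DMSO wells low, unchallenged DMSO wells high.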
# CHO-K1 Ca ag = M1 agonist counterscreen hit in parental CHO-K1 cells; Fluo-8 calcium fluorescence; scaled to maximal ATP response, vehicle zero; activation, % at 3 µM; actives 0.48% (n = 360,000); in the data active = activation above about 15%;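 also: untransfected CHO-K1 host cells lacking M1 receptor as counterscreen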
# CHRM1 antagonist = blocks human M1 muscarinic receptor. P11229. inhibition, % at 3 µM. actives 1.3% (n = 360,000). CHO-K1 hM1, Fluo-8 calcium fluorescence, ACh EC80 antagonist;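 active = percent inhibition above its own plate's cutoff, namely the mean of that plate's compound wells plus 3 SD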;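 also: peak over basal fluorescence ratio during 140 s after agonist addition; 0% = ACh EC80 plus DMSO and 100% = DMSO alone without agonist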
# * hit, by the source's call; · = not tested or not shown.
SMILES,CHRM1 agonist,OXTR potentiate,M1 PAM,CHRM4 agonist,CHRM4 antagonist,CHO-K1 Ca antag,CHO parental Ca,CHO-K1 Ca ag,CHRM1 antagonist
CCOC(=O)CSc1nnc(CSc2nc(N)c3c(C)c(C)sc3n2)n1-c1ccccc1,-4,-11,2,4,-4,-3,-22,1.6,-2
C#Cc1ccc([C@@H]2C=C(C(=O)OCC=C)O[C@H](OCC)[C@H]2CCCO)cc1,-2,-10,-6,4,-1,-10,-17,-0.3,12
CCOC(=O)N(C)OC(=O)Nc1ccc(Cl)c(Cl)c1,-4,-5,-13,12,12,-13,27,9.8,7
COc1cccc(OCC(O)CN2CCN(CCN3C(=O)c4cccc5cccc(c45)C3=O)CC2)c1 (stereo not given),-14,-3,-2,2,-2,2,-28,-0.1,0
CCOc1ccccc1OCCOCCOc1c(Cl)cccc1Cl,-6,-4,-7,-1,-1,4,-25,0.3,11
CC1CN=C(N(C(=O)Nc2ccccc2)C(C)c2ccccc2)S1 (stereo not given),-6,-3,-1,2,-6,-9,-21,1.3,-8
COc1ccccc1/C=C/C(=O)OCC(=O)NC1CCS(=O)(=O)C1 (stereo not given),-2,-3,2,1,-14,-7,-6,0.2,-3
Cc1n[nH]c(=O)n(N=Cc2cccs2)c1=O,-1,·,4,1,0,2,·,0.7,-5
C=CC[C@H](CC(=O)OC(C)(C)C)C(=O)OC[C@@H]1CCCN1C(=O)[C@@H](CC=C)CC(=O)N[C@H](CO)Cc1ccccc1,-3,-3,-3,6,-11,-5,-21,1.3,8
O=C(Cn1nc(-c2ccccc2)ccc1=O)N1CCCCC1,-4,1,-2,1,1,-6,-7,0.8,9
COc1cccc(NS(=O)(=O)c2ccc3c(c2)CC(=O)N3)c1,-3,-4,3,3,-15,-8,-6,0.9,-5
Cc1ccc(/C=N/n2c(C3CCCCC3)n[nH]c2=S)o1,-7,5,0,0,8,-4,-8,0.4,-5
CCN(CC)S(=O)(=O)c1ccc2oc(C(=O)NCC3COc4ccccc4O3)c(C)c2c1 (stereo not given),-1,-16,-4,7,-4,4,-17,2.2,14
CC(=O)Nc1ccc(NC(=O)CSc2nc(=O)n(Cc3ccncc3)c3c2CCC3)cc1,2,-6,9,0,7,-2,-2,1.6,-10
CC(=O)Nc1ccc(/C(C)=N/NC(=O)CN(c2ccccc2Br)S(C)(=O)=O)cc1,-2,-7,-1,3,3,8,-6,7.1,0
COc1ccc(CNC(=O)CN(Cc2ccco2)C(=O)CNS(=O)(=O)c2ccc(C)cc2)cc1,-2,0,10,2,9,-4,-19,1.5,-15
CSC(=CC(=O)c1ccccc1)SC,-10,1,5,-1,1,-18,-9,-1.2,-9
COC(=O)[C@]1(C)N[C@H](CN(C)C(=O)C2CCCCC2)[C@@H]2C(=O)N(Cc3ccccc3)C(=O)[C@@H]21,-2,7,6,0,-1,-18,-7,0.6,-11
COc1ccc(-c2noc(CCC(=O)NCc3ccco3)n2)cc1,-3,1,4,8,-2,-11,-12,4.3,-3
O=C1C=CN2CCOCC2C1 (stereo not given),-2,-3,13,1,-6,-9,-1,0.6,-13
O=C(C1CCN(S(=O)(=O)c2cccc3cccnc23)CC1)N1CCCC1,-2,-5,-2,3,3,9,7,1.4,0
Clc1ccc(OCCCCSc2ncccn2)cc1,-2,-13,-6,-1,4,0,-13,0.0,19
COc1ccc(OCC(=O)N/N=C(\CCC(=O)O)c2cccs2)cc1,-1,-1,10,1,4,-5,-13,0.2,-13
c1ccc(C[C@H]2CN=C(Nc3ccccc3)N2CC2CCCCC2)cc1,-8,-6,11,1,-6,9,-13,0.7,-9
CCC1(CC)Cc2ccccc2-c2nc(CN3CCOCC3)[nH]c(=O)c21,-6,-11,11,0,-6,-8,-17,0.8,1

# Next section.
SMILES,CHRM1 agonist,OXTR potentiate,M1 PAM,CHRM4 agonist,CHRM4 antagonist,CHO-K1 Ca antag,CHO parental Ca,CHO-K1 Ca ag,CHRM1 antagonist
CCOC(=O)N1CCN(S(=O)(=O)N2CCCC(C(=O)NC(C)c3ccccc3)C2)CC1 (stereo not given),-2,-5,-1,2,-2,-1,-29,1.4,1
COC(=O)C1(C)NC(c2ccccc2OC)C2C(=O)N(c3ccccc3)C(=O)C21 (stereo not given),1,8,3,1,1,13,-16,0.3,-4
CC(C)Nc1nc(N(c2ccccc2)c2ccccc2)nc(-n2ccnc2)n1,-1,-14,2,1,1,-10,-11,0.2,-2
O=S(=O)(Nc1ccc(F)cc1)c1ccc(S(=O)(=O)N2CCOCC2)cc1,24*,-12,-6,18,3,8,-5,34*,10
CN(CC(=O)Nc1ccc(F)c(F)c1F)C(=O)c1n[nH]c(=O)c2ccccc12,-2,-2,3,2,-1,-16,-5,1.2,-5
CCCCC(=O)Nc1nnc(-c2ccco2)o1,0,-19,6,1,-7,-18,5,0.5,-6
CCNc1ccc2noc3c2c1C(=O)c1ccccc1-3,75*,-11,-20,46*,24,27*,42*,51*,36*
Cc1ccc(C2=NOC(c3nnc(-c4ccccc4)o3)C2)cc1 (stereo not given),-7,2,7,2,-11,-13,-20,0.6,-7
Cc1ccc(Sc2c(C)nn(C(=O)CNS(=O)(=O)c3ccc(F)cc3)c2C)cc1,-9,3,-4,-1,-6,-5,-2,1.7,5
O=S(=O)(c1ccc(Cl)s1)N1CCC2(CC1)OCCO2,-5,-8,10,1,-4,-4,-10,1.3,-11
CC(C)(C)c1cc(C(=O)N/N=C/c2ccc([N+](=O)[O-])s2)n[nH]1,-5,-9,9,4,2,-9,-15,2.0,-8
Cc1ccc(C(OCC(C)(C)C[N+](C)(C)C)c2ccccc2)cc1 (stereo not given),-13,-2,-34,2,52*,19,1,-0.5,99*
COc1ccc(-c2cc(C(=O)NNC(=O)c3csc(N4CCOCC4)n3)c3ccccc3n2)cc1,-2,-5,-9,17,3,14,-21,3.0,22
C#CCO[C@@H]1C[C@H](n2cnc3c(=O)[nH]c(NC(=O)C(C)C)nc32)O[C@@H]1CO,-2,-6,4,1,2,-5,-5,0.0,2
COc1ccccc1NC1=C(Cl)C(=O)N(C2CCCCC2)C1=O,-3,-7,2,-3,-3,-4,-26,-0.6,-6
COc1ccccc1NS(=O)(=O)c1cccc(NC(=O)c2nn(C)c(=O)c3ccccc23)c1,0,-11,-2,20,3,-11,-18,9.6,6
Cc1ccc(S(=O)(=O)N(CC(=O)Nc2ccccc2C(=O)O)c2ccccc2)cc1,-9,-4,9,-1,-2,14,-4,16*,2
CC1C(=O)N2CCCc3cc(S(=O)(=O)Nc4ccccc4C(N)=O)cc1c32 (stereo not given),-3,-8,2,0,0,-5,2,0.6,-1
Cc1ccc(C2=NOC(=O)/C2=C\c2ccccc2)cc1,-2,0,1,0,-2,-18,-14,0.2,8
O=C(CCCn1cnc([N+](=O)[O-])n1)Nc1ccc(Cl)cc1Cl,-2,-8,20,1,-3,-11,-5,0.0,-18
Cn1cccc1C1(C(F)(F)F)NCCNC1=O (stereo not given),-3,-2,5,1,8,-5,-5,0.3,-6
N/C(Cc1nc(-c2ccc(Br)cc2)cs1)=N\O,-3,-16,7,3,-14,-18,-5,2.4,-9
CCOc1ccccc1C1CC(c2cccs2)=NN1S(C)(=O)=O (stereo not given),-6,-2,4,3,1,-5,-15,0.2,-3
O=c1ccc(NS(=O)(=O)c2ccccc2)cn1Cc1ccc(Cl)c(Cl)c1,-2,-23,2,9,-20,-10,-7,4.4,0
O=C1NC(=O)N(c2ccc(Cl)cc2)C(=O)/C1=C/c1ccc2c(c1)CCN2Cc1ccccc1Cl,-1,·,14,0,1,-16,·,0.5,-15

# By substructure: those above containing fluorine (4)
SMILES,CHRM1 agonist,OXTR potentiate,M1 PAM,CHRM4 agonist,CHRM4 antagonist,CHO-K1 Ca antag,CHO parental Ca,CHO-K1 Ca ag,CHRM1 antagonist
O=S(=O)(Nc1ccc(F)cc1)c1ccc(S(=O)(=O)N2CCOCC2)cc1,24*,-12,-6,18,3,8,-5,34*,10
CN(CC(=O)Nc1ccc(F)c(F)c1F)C(=O)c1n[nH]c(=O)c2ccccc12,-2,-2,3,2,-1,-16,-5,1.2,-5
Cc1ccc(Sc2c(C)nn(C(=O)CNS(=O)(=O)c3ccc(F)cc3)c2C)cc1,-9,3,-4,-1,-6,-5,-2,1.7,5
Cn1cccc1C1(C(F)(F)F)NCCNC1=O (stereo not given),-3,-2,5,1,8,-5,-5,0.3,-6

# (list continues)
SMILES,CHRM1 agonist,OXTR potentiate,M1 PAM,CHRM4 agonist,CHRM4 antagonist,CHO-K1 Ca antag,CHO parental Ca,CHO-K1 Ca ag,CHRM1 antagonist
CC1(C)CC2CC(C)(CN2CC(=O)C(C#N)c2ccccc2)C1 (stereo not given),-3,-2,0,1,-7,-7,-12,-0.1,-2
O=C(COC(=O)c1ccc2c(c1)S(=O)(=O)c1ccccc1C2=O)NC1CC1,-6,5,7,4,-1,-14,-15,0.8,-3
O=C(CNC(=O)C1CCCCC1)OCc1cc(=O)oc2ccc3ccccc3c12,-5,-7,3,1,-3,-2,-5,0.3,-6
Cc1ccc(Cl)cc1N1CCN(C(=O)CCS(=O)(=O)c2cccc3nonc23)CC1,-6,-8,-4,7,3,18,-10,1.5,-1
CCOC(=O)c1cnc2c(C(=O)OC)cccc2c1NCc1cccnc1,-10,-8,-7,1,14,1,-2,0.3,7
CC(=O)OC1CCC2(C)C(=CCC3C2CCC2(C)C3CC3ON=C(C)C32)C1 (stereo not given),1,·,4,2,4,-6,·,-0.4,0
C[C@H]1Cn2cnc(C(=O)Nc3cccc(Cl)c3)c2C(=O)N1,1,·,13,0,-12,-8,·,1.3,-15
COCCN(CC(=O)Nc1cccc(C)c1C)C(=O)c1cc(-c2ccncc2)nc2ccccc12,-1,-9,-17,26,-10,0,-45,6.1,34*
O=C(CCSCCc1ccccn1)Nc1c(F)c(F)c(F)c(F)c1F,-2,-5,1,1,2,1,3,1.4,6
O=C(CCC(=O)OCC(=O)c1ccc(Cl)cc1)NC1CCCCC1,-3,-1,6,0,15,-7,9,0.3,-1
Cc1nnc(SCCn2c(N3CCN(C)CC3)nc3c2c(=O)[nH]c(=O)n3C)s1,-3,-3,4,0,-1,-2,4,0.0,4
COc1cccc(NC(=O)c2ccc(Cn3cc([N+](=O)[O-])cn3)o2)c1,-7,-11,-3,3,-8,0,-10,0.6,3
Cc1c(Cc2ccccc2)c(NCCCO)n2c(nc3ccccc32)c1C#N,-6,-1,2,6,-1,-9,-18,3.2,-4
Cc1cc(=O)oc(C)c1C(=O)Nc1ccccc1F,-2,-7,8,0,6,18,-8,-0.3,-6
O=[N+]([O-])c1ccc(N2CCCCC2)s1,-9,-7,-3,0,8,-2,-13,-0.1,-2
Nc1c(N(Cc2ccco2)C(=O)COc2ccccc2F)c(=O)[nH]c(=O)n1Cc1ccccc1,-1,2,8,0,-7,8,-8,-0.7,2
CC(C)Cc1cc(C(=O)N(C)C2CCCN(Cc3ccccc3F)C2)n(C)n1 (stereo not given),-5,-15,-4,2,-11,-1,-13,0.8,6
Cc1ccc(C)c(CSc2nnc(-c3cccnc3)o2)c1,-9,-6,-2,8,15,-18,-4,0.5,2
CC(O)(c1ccc(F)c(F)c1)c1nc(-c2cccc(C#N)c2)cs1 (stereo not given),-5,·,0,1,4,13,·,0.1,2
